Bioassay records: PubChem, Sanford-Burnham Center for Chemical Genomics
Jurkat NFkB inh: lowers PMA/ionomycin-induced NF-kB signal in Jurkat cells. PMA/ionomycin-induced NF-kB luciferase reporter, luminescence. inhibition, % at 4 µM. 330,000 compounds, 0.53% hits. AID 435003
SENP7 inh: SENP7 protease inhibition; Q9BQF6; recombinant SENP7, Z-RLRGG-aminoluciferin luminescence, 40 min; inhibition, % at 5 µM; 330,000 compounds, 1.5% hits; AID 434973;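 active means inhibition above about 50% at the single test dose, limit read from the data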;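 further: plate controls were DMSO with enzyme for no effect and no enzyme buffer wells for full effect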
Target sequence (Q9BQF6 706-1050 limits assumed): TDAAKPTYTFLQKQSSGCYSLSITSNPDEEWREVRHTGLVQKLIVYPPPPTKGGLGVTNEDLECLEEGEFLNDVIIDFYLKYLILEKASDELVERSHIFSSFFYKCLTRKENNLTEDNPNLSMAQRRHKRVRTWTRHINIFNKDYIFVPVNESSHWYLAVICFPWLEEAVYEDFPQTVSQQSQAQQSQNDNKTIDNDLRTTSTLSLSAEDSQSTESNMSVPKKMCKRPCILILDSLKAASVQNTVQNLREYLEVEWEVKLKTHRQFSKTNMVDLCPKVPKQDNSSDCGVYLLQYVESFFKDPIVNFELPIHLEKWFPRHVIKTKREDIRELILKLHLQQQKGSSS
697 NFkB inh: inhibitors of the PMA/ionomycin-induced NF-kB reporter in 697 B cells; 697 B-cell NF-kB luciferase reporter, 16 h; inhibition, % at 4 µM; 330,000 compounds, 0.33% hits; AID 435022; in the data active means inhibition above about 35%
Apaf-1 inh: inhibitors of human Apaf-1 apoptosome | O14727 | reconstituted apoptosome caspase-3 activity, DEVD-Rh110 fluorescence | inhibition, % at 20 µM | 330,000 compounds, 0.71% hits | AID 489030; active means inhibition of at least 40% at 20 µM;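 further: plate controls were DMSO wells for no effect and DEVD-CHO caspase inhibitor wells for full effect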
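detection = Rh110 fluorescence intensity | test system = biochemical Apaf-1 apoptosome reconstitution | also added = cytochrome c and DEVD-Rh110 substrate | schedule = 30 min plus 50 min, RT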
SENP8 inh: inhibitors of human SENP8 protease; purified SENP8, Z-RLRGG-aminoluciferin cleavage, luminescence; Q96LD8; 330,000 compounds, 1.2% hits; inhibition, % at 10 µM
Target sequence (Q96LD8 whole entry, looked up): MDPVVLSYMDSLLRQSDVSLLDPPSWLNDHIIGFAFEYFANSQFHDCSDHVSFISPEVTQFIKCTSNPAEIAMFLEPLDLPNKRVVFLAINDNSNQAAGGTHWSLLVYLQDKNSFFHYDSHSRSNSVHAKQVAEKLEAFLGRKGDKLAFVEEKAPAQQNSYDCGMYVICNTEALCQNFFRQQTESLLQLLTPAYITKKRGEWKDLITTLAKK
Gli-Sufu antag: Gli-Sufu pathway antagonism | Sufu-KO-LIGHT fibroblasts, Gli luciferase reporter luminescence | inhibition, % at 5 µM | 340,000 compounds, 0.74% hits;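 active means inhibition above about 55%, limit read from the data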;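 further: 0% = DMSO-treated cells and 100% = wells with medium but no cells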
UBC13 polyUb: blocks human UBC13 polyubiquitin chain formation; TR-FRET; inhibition, % at 20 µM; 330,000 compounds, 0.47% hits; AID 485273; in the data active means inhibition above about 45%, passing the limit was not always enough; inconclusive means no clear call, values can overlap the other calls
Target sequence (P61088 whole entry, looked up): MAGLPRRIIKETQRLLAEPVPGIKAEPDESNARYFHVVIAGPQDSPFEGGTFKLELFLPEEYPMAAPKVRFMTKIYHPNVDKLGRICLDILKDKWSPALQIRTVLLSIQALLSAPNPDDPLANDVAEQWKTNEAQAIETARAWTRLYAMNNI
HKDC1 inh: HKDC1 (human) hexokinase inhibition. Q2TB90. recombinant HKDC1, G6PDH/diaphorase resazurin coupled fluorescence. inhibition, % at 20 µM. 340,000 compounds, 0.16% hits. AID 493160;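 active means inhibition above about 35% when tested at 20 µM, limit read from the data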;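 further: plate controls were DMSO wells with enzyme for no effect and DMSO wells lacking enzyme for full effect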
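Material: recombinant HKDC1 hexokinase; Amount: HKDC1 at 5 µg/mL; Medium: Tris pH 8.0 buffer with MgCl2, Tween-20, BSA, BME; Schedule: 90 min reaction incubation at room temperature, dark; Technique: coupled resazurin fluorescence, excitation 525 nm, emission 613 nm.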
Starred values were filed as active, the others as inactive; ? = inconclusive; nt = not tested or not shown. Unless noted, no stated cut-off is given here; in the data, active means inhibition above about 50%; inactive means the rest.

molecule	Jurkat NFkB inh	SENP7 inh	697 NFkB inh	Apaf-1 inh	SENP8 inh	Gli-Sufu antag	UBC13 polyUb	HKDC1 inh
CC(=O)N1CC(C)Oc2ccc(S(=O)(=O)NC(CC(=O)O)c3ccc(C)cc3C)cc21 (configuration not stated)	7	2	15	-6	1	-40	-2	2
CCOC(=O)CN1CC23C=CC(O2)C(C(=O)NC2CCCCCC2)C3C1=O (configuration not stated)	14	1	6	8	1	25	-3	4
COc1ccc(-c2cc(C(=O)N(C)Cc3ccc(F)cc3)c3ccccc3n2)cc1OC	-1	14	-3	28	-5	12	16	-2
CCn1c(CC(=O)Nc2ccccc2F)nnc1SCC(=O)N1CCN(c2ccccc2)CC1	-13	-14	9	14	-9	21	-2	-6
CCOc1ccc(C(=O)NCC(=O)N2CCCCCCC2)cc1OCC	1	7	10	-5	9	2	2	-3
COc1ccc(C2=NN(C(=O)CCCC(=O)O)C(c3cn(-c4ccccc4)nc3-c3ccccc3)C2)cc1 (configuration not stated)	9	9	21	8	-1	nt	1	6
CCC(=O)N1CCCc2cc(S(=O)(=O)N3CCN(c4ccccn4)CC3)ccc21	12	3	1	12	2	-8	6	-3
CCN1CCN(C(=O)c2ccc3c(c2)S(=O)(=O)c2ccccc2C3=O)CC1	16	3	7	2	-5	8	6	7
CCc1n(CC(O)COC2CCCCC2)c2ccccc2[n+]1C (configuration not stated)	-4	-1	3	10	-1	1	-9	-12
CSc1ccccc1C(=O)C1CCCN(Cc2c(C)n(C)n(-c3ccccc3)c2=O)C1 (configuration not stated)	9	0	11	2	-3	23	6	-9
CCOc1ccc(NC(=S)NC(=O)/C=C/c2ccc(OC)cc2)c([N+](=O)[O-])c1	-4	-1	-23	-4	7	-4	-9	-4
COc1ccc([C@@H]2CC=C(C(=O)O)[C@H](c3ccccc3F)N2S(=O)(=O)c2ccccc2C)cc1	15	-5	13	7	5	3	-11	-3
OC(COc1ccc(OCC(O)CN2CCN(Cc3ccccc3)CC2)cc1)CN1CCN(Cc2ccccc2)CC1 (configuration not stated)	5	2	-6	-6	-5	5	-8	0
O=C(COc1ccccc1F)Nc1ccc2c(c1)OCCO2	-78	1	-30	12	1	47	-1	8
O=C(c1ccc(F)cc1)N1CCC(N2CCCCCC2)CC1	20	3	8	-5	5	-14	6	2
CC(=O)COc1ccc2c(-c3ccccc3)cc(=O)oc2c1	-12	1	18	12	-5	-1	-8	-4
CCOC(=O)N1CCN(C(=O)CCN2C(=O)/C(=C\c3cccc(OC)c3)SC2=S)CC1	21	0	11	10	7	36	-6	3
CCN(CC)CCn1c(NC(=O)c2ccc(C(F)(F)F)cc2)nc2ccccc21	21	1	0	2	5	28	29	-11
CCN(CC)C(=O)CSc1nnc(COc2ccccc2)n1CC	12	5	13	9	3	5	-4	-6
COc1cccc(CNCC(O)COc2ccc(C(=O)c3ccccc3)cc2)c1 (configuration not stated)	1	7	24	1	9	2	12	2
CC1Oc2ccccc2N(CC(=O)NCc2ccc3c(c2)OCO3)C1=O (configuration not stated)	-36	-3	-16	-15	7	-48	3	-6
CCC(=O)NCCc1nc2cc(NC(=O)c3ccccc3Cl)ccc2n1C	-43	0	-8	-2	-1	-19	2	-1
CC(=O)Nc1nc(C)c(S(N)(=O)=O)s1	5	7	-12	-2	1	11	-3	-6
COc1ccc(CCNC(=O)c2cccc(NC3=NC4CS(=O)(=O)CC4S3)c2)c(OC)c1 (configuration not stated)	-9	-2	-9	-1	-7	-13	2	-7
O=C(NCc1cccnc1)c1ccc(Cl)c(S(=O)(=O)N2CCOCC2)c1	9	5	17	-10	9	2	-2	1
CCC(=O)N(Cc1cc(=O)[nH]c2ccccc12)c1cccc(C)c1	0	10	3	12	1	-28	4	-13
O=C(N/N=C/c1cc(Br)c(O)c(Br)c1)c1cc2c(ccc3ccccc32)o1	-13	1	-9	30	13	-22	-6	14
COc1cccc(/C=N/NC(=O)c2ccc(CN3c4cccc5cccc(c45)S3(=O)=O)cc2)c1	10	2	23	0	0	-17	6	-2
C[C@H](CO)N1C[C@H](C)[C@@H](CN(C)Cc2ccccc2)Oc2c(NS(=O)(=O)c3ccc(F)cc3)cccc2C1=O	5	-3	-1	2	-3	-4	1	3
COc1ccc(C)cc1S(=O)(=O)N1CCC2(CC1)OCCN2S(=O)(=O)c1cccs1	-6	12	-10	15	-13	3	-3	-6
S=C1N(c2ccccc2)CN(C2CCCCC2)CN1c1ccccc1	-16	-4	-61	3	-4	-2	-8	-3
Cc1ccc(-c2csc(/C(C#N)=C/Nc3ccc4c(c3)OCCO4)n2)cc1	48	3	12	-9	0	-3	-2	-8
N#C/C(=C(/O)CCl)c1nnc2n1CCCCC2	-28	-14	-7	3	-4	17	-19	-6
COCCNC(=O)c1ccc(CS(=O)(=O)c2ccccc2OC)o1	-5	-5	7	4	-4	7	-2	-3
COCCN(C(=O)c1ccccc1)c1nnc(-c2cccnc2)s1	-4	-2	8	-1	-6	2	-2	0
CCOC(=O)c1ccc(NC(=S)Nc2ccc(Cl)cn2)cc1	-6	-8	-36	-5	5	-11	5	-7
OC1(c2ccc(Cl)cc2)CCN(Cc2cn[nH]c2-c2ccccc2)CC1	4	11	5	-7	-11	2	?	2
CCOc1ccc(S(=O)(=O)N(CC)CC(=O)NCc2ccncc2)cc1C	25	7	15	2	-1	-8	2	-7
COc1cc(Cl)ccc1OCc1cc(C(=O)NC(C)Cc2cnccn2)no1 (configuration not stated)	-117	-2	-98	15	15	-85	-4	-6
CCN(CC)S(=O)(=O)c1ccc(N2CCc3cc(OC)c(OC)cc3C2)nc1	2	4	2	4	-3	10	4	3

In the list so far, these contain a furan ring, fused or not.
molecule	Jurkat NFkB inh	SENP7 inh	697 NFkB inh	Apaf-1 inh	SENP8 inh	Gli-Sufu antag	UBC13 polyUb	HKDC1 inh
O=C(N/N=C/c1cc(Br)c(O)c(Br)c1)c1cc2c(ccc3ccccc32)o1	-13	1	-9	30	13	-22	-6	14
COCCNC(=O)c1ccc(CS(=O)(=O)c2ccccc2OC)o1	-5	-5	7	4	-4	7	-2	-3

The list goes on:
molecule	Jurkat NFkB inh	SENP7 inh	697 NFkB inh	Apaf-1 inh	SENP8 inh	Gli-Sufu antag	UBC13 polyUb	HKDC1 inh
CCOc1c(O)ccc(/C=C2\SC(=S)NC2=O)c1[N+](=O)[O-]	-20	5	-4	56*	8	9	-45	-14
COc1ccc(-c2cc(C(F)(F)F)nc(-n3ccnc3C)n2)cc1	5	-6	-2	6	-2	22	16	11
CC(C)c1nc2c(c(=O)c3ccccc3n2C)c(=O)n1-c1ccc(F)cc1	39	1	-85	17	-4	3	-16	13
COc1ccc(CCN2C(=O)CC(N3CCN(c4ccccn4)CC3)C2=O)cc1OC (configuration not stated)	-4	-1	19	-2	-16	-5	-6	-8
Fc1ccc(-c2cc(C(F)(F)F)nc(-n3cccn3)n2)cc1	-10	7	-14	-11	-2	2	5	-5
CCN1CCN(C(=O)Nc2ccccc2OC)CC1	-6	-2	-15	-21	-2	-2	-11	-9
COc1ccc(CSc2nc(C)[nH]c2[N+](=O)[O-])cc1[N+](=O)[O-]	-2	6	17	1	3	8	-12	-2
COc1ccc(-c2cc(C(=O)N3CCN(S(=O)(=O)c4ccccc4)CC3)[nH]n2)cc1	8	6	17	-1	1	-3	5	-2
CC(=O)c1ccc(C(=O)N2CCCC(N3CCN(c4ccc(F)cc4)CC3)C2)s1 (configuration not stated)	3	6	8	3	-7	18	-8	2
Cn1c(=O)c2c(ncn2Cc2nnc(N)s2)n(C)c1=O	-23	-9	3	-2	-3	-1	16	-9
COC(=O)[C@H](C)NC(=O)Nc1cccc(C)c1	2	1	-1	-1	-5	-4	-2	0
CC1CC(C)CN(C(=O)COc2cccnc2[N+](=O)[O-])C1 (configuration not stated)	4	-3	8	1	-15	-1	-12	-7
COc1ccc([N+](=O)[O-])cc1NC(=O)c1ccc(N2C(=O)CCC2=O)cc1	3	2	-5	-12	-5	3	-17	1
Cc1ccc(S(=O)(=O)Nc2ncnc3ccccc23)cc1	-13	-5	-6	-3	-11	-5	-2	1
CCCOc1ccccc1C1CC(=O)Nc2cc3c(cc21)OCCO3 (configuration not stated)	48	-7	-17	16	-12	66*	-6	2
COc1ccccc1NC(=O)NCCCN1CCN(c2cccc(Cl)c2)CC1	-1	16	-6	21	-8	6	12	-1
CC1CCCN(C(=O)CSc2cnc3ccccc3n2)C1 (configuration not stated)	-25	-2	-35	-2	4	-47	40	-16
O=C(Cc1ccc(Cl)cc1)N/N=C/c1cccs1	-10	-7	-8	6	-8	1	-2	-8
O=C(CCNS(=O)(=O)c1ccc2[nH]c(=O)oc2c1)Nc1cccc(Br)c1	-5	2	-18	2	0	3	-6	-2
CCN(CC)C(=O)[C@H]1CC(CC(=O)NCCC2=CCCCC2)C(=O)N2CCc3c([nH]c4ccccc34)[C@]12C (some centres not stated)	1	-10	-5	20	-10	16	?	-6
COc1cc(C(=S)N2CCOCC2)ccc1OS(=O)(=O)c1ccccc1[N+](=O)[O-]	-13	10	-7	0	7	-1	-10	-12
O=C(Nc1ccccn1)NC(C(F)(F)F)C(F)(F)F	-3	-2	-23	3	3	-14	4	1
CN(C)c1ccc(/C=N/N2CCN(Cc3ccccc3Cl)CC2)cc1	-4	0	-1	8	-5	3	2	-2
Cc1[nH]c2ccccc2c1C1=CN2CCS(=O)(=O)N=C2S1	-16	-10	-19	13	-2	-3	-7	-2

Limited to Gli-Sufu antag, 697 NFkB inh and Jurkat NFkB inh (6 entries from above):
Molecule	Gli-Sufu antag	697 NFkB inh	Jurkat NFkB inh
O=C(CCNS(=O)(=O)c1ccc2[nH]c(=O)oc2c1)Nc1cccc(Br)c1	3	-18	-5
COc1cc(C(=S)N2CCOCC2)ccc1OS(=O)(=O)c1ccccc1[N+](=O)[O-]	-1	-7	-13
O=C(Nc1ccccn1)NC(C(F)(F)F)C(F)(F)F	-14	-23	-3
CN(C)c1ccc(/C=N/N2CCN(Cc3ccccc3Cl)CC2)cc1	3	-1	-4
Cc1[nH]c2ccccc2c1C1=CN2CCS(=O)(=O)N=C2S1	-3	-19	-16
O=C(Cc1ccc(Cl)cc1)N/N=C/c1cccs1	1	-8	-10

The results go on.
molecule	Jurkat NFkB inh	SENP7 inh	697 NFkB inh	Apaf-1 inh	SENP8 inh	Gli-Sufu antag	UBC13 polyUb	HKDC1 inh
CC(NC(=S)Nc1ccccc1OC(F)F)C(C)(C)C (configuration not stated)	-23	-3	-16	3	-12	-4	-19	-11
O=C(Nc1cccc2cccnc12)c1ccc(Br)o1	-8	-2	11	-5	2	-7	9	17
CC1=C(C(=O)Nc2ccc(CC(=O)NCc3ccc(OC(C)C)cc3)cc2)SCCO1	2	-1	-46	6	9	2	1	-5
Cc1ccccc1S(=O)(=O)N1[C@@H](c2ccc(Br)cc2)C(C(=O)O)=CC[C@H]1c1ccc(Cl)cc1	0	12	7	13	9	-2	-28	11
CN(C)c1cc(N)c2ccccc2n1 (tested in a mixture with another compound)	-14	-3	0	12	-2	3	0	2
Cc1ccc(C(=O)O/N=C(\N)c2ccccn2)cc1Cl	-95	96*	-214	10	78*	3	-7	-4
Cc1ccc(NC(=O)CN(C)CC(=O)Nc2ccccc2C#N)cc1	0	1	9	-10	-4	-13	5	-4
CC(=O)N1CCc2cc(S(=O)(=O)NC(Cc3ccccc3)C(=O)O)ccc21 (configuration not stated)	14	7	-3	-1	1	13	-8	-3
COc1ccc(Cl)cc1C(=O)Nc1ccccc1N1CCN(C(=O)C(C)C)CC1	-12	6	3	28	3	50	7	4
CCOC(=O)c1cc2cc([N+](=O)[O-])ccc2oc1=O	14	1	-2	6	-8	-3	-22	-4
N#CN1CCC(NS(=O)(=O)c2ccc(C(F)(F)F)cc2)C1 (configuration not stated)	-3	-8	13	14	-14	2	-7	2
